Source: PubChem BioAssay (The Scripps Research Institute Molecular Screening Center)
M1 ag: activates human CHRM1 receptor; P11229; CHO-K1 hM1, Fluo-8 calcium fluorescence, agonist mode; 0% DMSO, 100% acetylcholine EC100; activation, % at 3 µM; 360,000 compounds, 0.33% hits;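 active means activation above the run's mean compound activation plus 3 SD, cut at about 16% in these data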;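 further: peak over basal fluorescence ratio within a 140 s kinetic read after compound addition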
M1 antag: human CHRM1 antagonism; P11229; CHO-K1 hM1, Fluo-8 calcium fluorescence, ACh EC80 antagonist; inhibition, % at 3 µM; 360,000 compounds, 1.3% hits;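 active means percent inhibition above its own plate's cutoff, namely the mean of that plate's compound wells plus 3 SD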;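 further: peak over basal fluorescence ratio during 140 s after agonist addition; 0% = ACh EC80 plus DMSO and 100% = DMSO alone without agonist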
CHRM5 antagonist: blocks acetylcholine activation of human M5 receptor; P08912; CHO-hM5 cells, Fluo-8 calcium fluorescence, ACh EC80; inhibition, % at 3 µM; 360,000 compounds, 0.59% hits; AID 624040;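 active means inhibition above a per-plate cutoff, the mean of that plate's test compounds plus 3 SD, cut at about 27% in these data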;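 further: 0% = acetylcholine EC80 with DMSO and 100% = DMSO without agonist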
TAAR1 ag: human TAAR1 agonism | Q96RJ0 | CHO RD-HGA16 TAAR1, Fluo-8 calcium fluorescence; vehicle wells 0%, saturating PEA agonist 100% | activation, % at 3 µM | 360,000 compounds, 0.99% hits | AID 624467;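 active means activation above the mean activation of all test compounds in the run plus 3 SD, cut at about 38% in these data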
Target sequence (Q96RJ0 whole entry, looked up): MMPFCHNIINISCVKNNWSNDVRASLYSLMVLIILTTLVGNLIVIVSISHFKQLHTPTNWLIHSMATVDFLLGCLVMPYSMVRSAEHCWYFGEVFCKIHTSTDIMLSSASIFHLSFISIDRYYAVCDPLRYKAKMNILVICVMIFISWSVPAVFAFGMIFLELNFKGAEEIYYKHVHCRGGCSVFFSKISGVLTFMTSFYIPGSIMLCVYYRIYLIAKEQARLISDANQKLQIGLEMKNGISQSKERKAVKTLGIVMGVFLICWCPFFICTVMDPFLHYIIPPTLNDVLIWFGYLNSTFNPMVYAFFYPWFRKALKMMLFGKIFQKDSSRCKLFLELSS
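Test system: RD-HGA16 (CHO) cells co-expressing Gα16 and hTAAR1 / Benchmarks: DMSO vehicle as 0%, PEA at EC100 as 100% / Repeats: no replicates (n 1) / Measure: % activation from peak over basal fluorescence ratio, DMSO-to-PEA scaled / Timing: 17-24 h plating, Fluo-8 75 min 37 °C, 30 min RT / Technique: kinetic Fluo-8 calcium fluorescence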
M1 PAM: potentiates human M1 receptor response to acetylcholine; P11229; CHO-K1 hM1, Fluo-8 calcium fluorescence, ACh EC20; 0% = ACh EC20, 100% = maximal ACh; activation, % at 3 µM; 360,000 compounds, 0.088% hits; AID 588819; in the data active means activation above about 19%, passing the limit was not always enough
M5 ag: agonists of human muscarinic M5 receptor (CHRM5); P08912; CHO-K1 hM5 cells, Fluo-8 calcium fluorescence; 0% DMSO wells, 100% maximal acetylcholine response; activation, % at 3 µM; 360,000 compounds, 0.19% hits;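 active means activation above the run's mean over test compounds plus 3 SD, cut at about 23% in these data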;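 further: signal is peak over basal fluorescence ratio across the kinetic read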
M4 ag: agonists of human muscarinic M4 receptor (CHRM4) | P08173 | CHO-K1 hM4/Gqi5, Fluo-8 calcium fluorescence; vehicle 0%, full acetylcholine response 100% | activation, % at 3 µM | 360,000 compounds, 0.14% hits | AID 624127;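 active means activation above the run mean over all test wells plus 3 SD, cut at about 32% in these data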;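 further: peak over basal fluorescence ratio per well then scaled between controls; 0% = DMSO wells and 100% = acetylcholine at EC100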
CHRM5 PAM: CHRM5 positive allosteric modulation; P08912; CHO-K1 hM5, Fluo-8 calcium, ACh EC20 PAM; 0% = ACh EC20, 100% = ACh EC100; AID 624038; 360,000 compounds, 0.3% hits; activation, % at 3 µM;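 active means activation above the run cutoff, the mean activation of all test compounds plus 3 SD, cut at about 18% in these data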
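Assay system – human M5 receptor in CHO-K1 cells · Read-out – % activation, ACh-normalized · Technique – Fluo-8 calcium fluorescence · Dosing – single-point, 3 µM nominal · Incubation – Fluo-8 loading 80 min at 37 °C plus 30 min room temperature · Repeats – singlicate, one well per test compound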
M4 antag: CHRM4 antagonism in calcium assay; AID 624125; 360,000 compounds, 0.73% hits; inhibition, % at 3 µM; P08173; CHO-hM4 cells, ACh EC80, Fluo-8 calcium fluorescence;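 active means inhibition above its plate's cutoff, the mean inhibition of sample wells plus 3 SD, cut at about 27% in these data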;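 further: 0% = acetylcholine EC80 with DMSO and 100% = DMSO without agonist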
* hit, by the source's call. Only part of the results is shown (hit frequency here may not be typical).

Value order – M1 ag	M1 antag	CHRM5 antagonist	TAAR1 ag	M1 PAM	M5 ag	M4 ag	CHRM5 PAM	M4 antag
- C=CCn1c(O)c(/C(C)=N/N2CCCCCC2)c(=O)[nH]c1=O
→ -4	-10	5	0	1	0	2	-8	4
- O=C1C(Cl)=CC(=Nc2ccc(O)cc2)C=C1Cl
→ -2	-5	-3	4	2	2	1	3	-6
- O=S(=O)(c1ccccc1)N1CCN2CCCC2C1 (stereo not drawn)
→ -9	8	-4	1	-16	-25	0	-5	-2
- CCCCCCCCN=Cc1c(O)[nH]c(=O)[nH]c1=O
→ -1	-9	-1	1	4	2	0	5	-3
- Clc1ccc(NC2=NCCCS2)cc1Cl
→ -10	4	21	4	-14	-3	6	-6	11
- Cc1cc(OCC(=O)OC(C)(C)C)c2c3c(c(=O)oc2c1)CCC3
→ 2	-11	-3	-2	13	3	1	0	7
- N#Cc1ccc(NC(=O)CN2CCCCCC2)cc1Cl
→ -7	-5	10	6	14	0	3	1	-9
- CCCCn1c(O)c(C(C)=NC(C)c2ccccc2)c(=O)[nH]c1=O (stereo not drawn)
→ -2	0	-1	-2	8	0	4	0	-15
- O=C(CN1C2CCC1CC(O)(c1cccnc1)C2)Nc1ccc2c(c1)OCO2 (stereo not drawn)
→ -7	6	3	11	-4	-10	1	-26	-4
- Cc1ccc2c(c1)c(=O)c1c3n2CCN(CC2CO2)C3CC1 (stereo not drawn)
→ -5	3	8	5	-2	0	1	-7	5

Whole records as entered above. Screens in order: M1 ag | M1 antag | CHRM5 antagonist | TAAR1 ag | M1 PAM | M5 ag | M4 ag | CHRM5 PAM | M4 antag
C=CCn1c(O)c(/C(C)=N/N2CCCCCC2)c(=O)[nH]c1=O is listed as -4 | -10 | 5 | 0 | 1 | 0 | 2 | -8 | 4
O=S(=O)(c1ccccc1)N1CCN2CCCC2C1 (stereo not drawn) is listed as -9 | 8 | -4 | 1 | -16 | -25 | 0 | -5 | -2

Going on with the list:
Value order – M1 ag	M1 antag	CHRM5 antagonist	TAAR1 ag	M1 PAM	M5 ag	M4 ag	CHRM5 PAM	M4 antag
- COc1ccc(CNCCc2ccc3c(c2)OCO3)c(OC)c1OC
→ -8	-20	6	2	9	-3	1	0	-3
- N#C/C(=C\c1cccc(O)c1)C(=O)O
→ -4	-23	1	0	1	0	0	-1	-12
- Cc1cccc(-n2c(O)c(C)c(=O)[nH]c2=S)c1
→ -6	-6	-10	1	0	0	2	4	1
- C[C@]12CCC3C(CC[C@H]4C[C@@H](O)CC[C@]34C)C1C[C@@H](O)C2=O (stereo partly drawn)
→ 1	-9	-3	5	-2	2	6	-3	-6
- CCC12CN3CCN(CC(C3)/C1=N/NC(N)=O)C2
→ -5	-8	1	6	11	-5	1	-8	-5
- CC/C(=N\N1CCCCC1)c1c(O)[nH]c(=O)[nH]c1=O
→ -3	-4	6	1	0	0	0	1	6
- CN1C(=O)/C(=C\N2CCc3ccccc32)C(=O)NC1=S
→ -1	-1	-2	6	5	0	0	3	-6
- CCOC(=O)c1c(C)n(CC(O)CN2CCOCC2)c2cc(Br)c(OC)cc12 (stereo not drawn)
→ -4	4	6	8	2	4	10	-1	-1
- O=C(O)C1CN2CCC1CC2 (stereo not drawn)
→ 25*	4	-1	13	-6	37*	1	-10	10
- CN(C)C1=NP(N(C)C)(N(C)C)=NC(c2ccccc2)=N1
→ -6	3	-8	7	3	-7	0	-8	-12

A second format for 12 compounds above.
SMILES | M1 ag | M1 antag | CHRM5 antagonist | TAAR1 ag | M1 PAM | M5 ag | M4 ag | CHRM5 PAM | M4 antag
O=C(CN1C2CCC1CC(O)(c1cccnc1)C2)Nc1ccc2c(c1)OCO2 (stereo not drawn) | -7 | 6 | 3 | 11 | -4 | -10 | 1 | -26 | -4
Cc1ccc2c(c1)c(=O)c1c3n2CCN(CC2CO2)C3CC1 (stereo not drawn) | -5 | 3 | 8 | 5 | -2 | 0 | 1 | -7 | 5
COc1ccc(CNCCc2ccc3c(c2)OCO3)c(OC)c1OC | -8 | -20 | 6 | 2 | 9 | -3 | 1 | 0 | -3
N#C/C(=C\c1cccc(O)c1)C(=O)O | -4 | -23 | 1 | 0 | 1 | 0 | 0 | -1 | -12
Cc1cccc(-n2c(O)c(C)c(=O)[nH]c2=S)c1 | -6 | -6 | -10 | 1 | 0 | 0 | 2 | 4 | 1
C[C@]12CCC3C(CC[C@H]4C[C@@H](O)CC[C@]34C)C1C[C@@H](O)C2=O (stereo partly drawn) | 1 | -9 | -3 | 5 | -2 | 2 | 6 | -3 | -6
CCC12CN3CCN(CC(C3)/C1=N/NC(N)=O)C2 | -5 | -8 | 1 | 6 | 11 | -5 | 1 | -8 | -5
CC/C(=N\N1CCCCC1)c1c(O)[nH]c(=O)[nH]c1=O | -3 | -4 | 6 | 1 | 0 | 0 | 0 | 1 | 6
CN1C(=O)/C(=C\N2CCc3ccccc32)C(=O)NC1=S | -1 | -1 | -2 | 6 | 5 | 0 | 0 | 3 | -6
CCOC(=O)c1c(C)n(CC(O)CN2CCOCC2)c2cc(Br)c(OC)cc12 (stereo not drawn) | -4 | 4 | 6 | 8 | 2 | 4 | 10 | -1 | -1
O=C(O)C1CN2CCC1CC2 (stereo not drawn) | 25* | 4 | -1 | 13 | -6 | 37* | 1 | -10 | 10
CN(C)C1=NP(N(C)C)(N(C)C)=NC(c2ccccc2)=N1 | -6 | 3 | -8 | 7 | 3 | -7 | 0 | -8 | -12

Going on with the list:
Value order – M1 ag	M1 antag	CHRM5 antagonist	TAAR1 ag	M1 PAM	M5 ag	M4 ag	CHRM5 PAM	M4 antag
- CCCCn1c(C)c(C(=O)O)c2cc(OC)ccc21
→ -4	-22	0	-2	3	0	2	-4	-2
- Cc1nc2ccc(Cl)cc2c(-c2ccccc2)c1C(=O)O
→ -7	-6	7	0	7	-1	0	-6	-4
- CN1CCN(c2ncc(C=O)s2)CC1
→ -4	4	4	3	3	-1	1	5	-7
- CCOC(=O)c1ccc(N=Cc2c(O)n(-c3ccc(OC)cc3)c(=S)[nH]c2=O)cc1
→ -12	34*	-3	5	-30	-5	0	3	5
- C=C(C)CSc1nnc([C@@H](N)Cc2ccccc2)o1
→ -1	-2	-2	0	6	1	1	11	1
- Cc1cccc(-n2c(O)c(C=NCCN3CCCCC3)c(=O)[nH]c2=O)c1
→ -3	-4	1	3	9	1	0	3	9
- CCCC(=O)OCC[N+](C)(C)C
→ 43*	-12	-8	5	-19	42*	1	-15	-4
- OC(c1ccccc1)(c1ccccc1)c1ccncc1
→ -9	0	-4	0	8	-8	-2	2	3
